# TDP1 inh: blocks human tyrosyl-DNA phosphodiesterase 1; recombinant TDP1, AlphaScreen DNA substrate cleavage; Potency, µM (highest dose often 130 µM), for inactives: at the highest dose activity change, negative = inhibition, most hits filed as inhibitors; 350,000 compounds, 0.28% hits; AID 485290; further: nearly all actives have a fitted effect of over 40% in size
# Target sequence (Q9NUW8 whole entry, looked up): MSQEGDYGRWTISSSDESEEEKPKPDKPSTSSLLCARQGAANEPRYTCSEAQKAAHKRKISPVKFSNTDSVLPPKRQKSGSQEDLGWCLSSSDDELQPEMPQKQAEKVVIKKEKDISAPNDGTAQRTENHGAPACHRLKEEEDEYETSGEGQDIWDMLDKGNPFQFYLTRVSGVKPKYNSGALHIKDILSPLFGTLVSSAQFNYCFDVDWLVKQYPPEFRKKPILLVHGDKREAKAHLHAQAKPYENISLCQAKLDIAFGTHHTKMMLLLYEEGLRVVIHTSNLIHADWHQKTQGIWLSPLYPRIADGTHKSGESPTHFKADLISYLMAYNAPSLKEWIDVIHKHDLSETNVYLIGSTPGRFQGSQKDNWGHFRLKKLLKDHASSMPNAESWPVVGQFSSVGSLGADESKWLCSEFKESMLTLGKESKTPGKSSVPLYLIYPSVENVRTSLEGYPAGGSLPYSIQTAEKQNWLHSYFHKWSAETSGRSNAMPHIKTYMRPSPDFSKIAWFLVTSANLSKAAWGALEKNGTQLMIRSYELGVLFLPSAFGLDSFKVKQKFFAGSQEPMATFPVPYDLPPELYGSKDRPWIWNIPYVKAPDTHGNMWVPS
#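 Compounds were preincubated with Tdp1 (1 nM final) for 15 min at room temperature before substrate (15 nM final) started a 5 min reaction; beads (10 ug/ml final) were then added for 10 min before AlphaScreen detection.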
# TDP1 cell noCPT: qHTS for Inhibitors of human tyrosyl-DNA phosphodiesterase 1 (TDP1): qHTS in cells in absence of CPT; DT40 Tdp1-/- hTDP1 cells, no CPT, ATP luminescence, 48 h; Potency, µM (series often up to 46.2 µM), for inactives: at the highest dose activity change, negative = growth inhibition, usual class: inhibitors; 420,000 compounds, 15% hits; further: nearly all actives have a fitted effect of over 55% in size
#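 A cellular qHTS used chicken DT40 cells lacking endogenous Tdp1 but carrying stably transfected human TDP1. Compounds were applied without camptothecin, and cell growth kinetics were judged by ATP-dependent luminescence after ≥48 hr.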
# DT40 TDP1 CPT: growth inhibition of DT40 Tdp1-/-;hTDP1 cells with camptothecin (screen for TDP1 inhibitors). 420,000 compounds, 12% hits. Potency, µM (highest dose often 46.2 µM), for the others: at the highest dose activity change, negative = growth inhibition, hits mostly inhibitors. chicken DT40 Tdp1-/-;hTDP1 cells + 20 nM CPT, ATP luminescence, 48 h; further: nearly all actives have a fitted effect of over 55% in size
#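 Cell growth measured by CellTiter-Glo luminescence after a minimum 48 h, 37 C compound exposure with 20 nM CPT in Tdp1-knockout DT40 cells stably expressing hTDP1, seeded 400/well; qHTS titration format.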
# Starred values were filed as active, the others as inactive; ? = inconclusive; · = not tested or not shown; & = joins results of further samples; [ ] = remark or other dose. The call rests on the fitted dose curve; in most records, active means well fitted curve in the direction sought with a large enough effect; inconclusive means small, poorly fitted or top-dose-only effect, or another doubt; inactive means no such curve, though single readings can be large; an effect the other way counts as inactive or inconclusive. On the % scale 0 is the no-effect control and ±100 the full control effect; potency means the concentration at half of the fitted maximal effect.
SMILES	TDP1 inh	TDP1 cell noCPT	DT40 TDP1 CPT
CCOC(=O)/C(C#N)=N/Nc1c(S(=O)(=O)Cc2ccco2)csc1C(=O)OC	6%	-4%	10%
COc1ccc(Cc2c(-c3ccc(OC)c(OC)c3)nc3cc(C)c(Br)c(C)n23)c(C)c1	·	?	?
COc1ccc(/C=N/NC(=O)C(O)(c2ccccc2)c2ccccc2)cc1OC	5%	?	-7%
COc1ccccc1/C=C/C(=O)Nc1cccnc1Cl	-1%	1%	-7%
CCOC(=O)c1sc(NC(=O)C2CC(=O)N(c3ccccc3OC)C2)nc1C (stereo not drawn)	1%	5%	-19%
C=CCc1c(C)nc(SCCC)[nH]c1=O	-3%	-16%	-17%
CCc1ccc(-c2cc(C)no2)cc1S(=O)(=O)N1CCC(C)CC1	-8%	23µM*	?
CCC1CCCCN1CCCNC(=O)CNC(=O)c1nn(-c2ccc(OC)cc2)c(=O)c2ccccc12 (stereo not drawn)	1%	-9%	2%
CCOC(=O)[C@H]1[C@H]2COc3ccc(OC)cc3[C@@H]2N2C(=O)CN(Cc3ccc(C)cc3)C(=O)[C@@]12C	2%	?	?
CN(C)CCNC(=O)/C(=C/c1cccc([N+](=O)[O-])c1)NC(=O)c1ccccc1	1%	3%	0%
O=C(N=C1SCC(=O)N1c1ccccc1)c1ccco1	7%	3%	4%
C=CCn1c(SCC(=O)Nc2cc(C)on2)nnc1C1COc2ccccc2O1 (stereo not drawn)	5%	-23%	-18%
O=C(O)c1cc(-c2ccccc2)nn1CC1CC(c2cccnc2)=NO1 (stereo not drawn)	·	13%	-7%
CC(C)[C@H]1COCCS(=O)(=O)N1Cc1ccccc1-c1ccc(C(C)(C)C)cc1	-2%[56.1 µM]	?	?
C=CCc1cccc(/C=N/NC(=O)c2ccccc2OC)c1O	5%	?	?
COc1ccccc1NS(=O)(=O)c1ccc(O)c(C(=O)OCC(=O)N2CCc3ccccc32)c1	·	-6%	-4%
CC(=O)COc1ccc2c(C)c(-c3ccccc3)c(=O)oc2c1	1%	26µM*	?
Cc1ccc2[nH]c(SCC(=O)N3CCOCC3)nc2c1C	2%	-7%	-12%
CCOC(=O)C1CCCN(C(=O)C2(c3ccc(Cl)cc3)CCCC2)CC1 (stereo not drawn)	·	?	?
COc1ccccc1NC(=O)C1=C(C)Nc2nc3ccccc3n2C1c1cccs1 (stereo not drawn)	8%	3.3µM*	4.1µM*
CCOC(=O)C1Nc2ccc(Br)cc2C2C=CCC12 (stereo not drawn)	·	21µM*	?
N#Cc1cccc(NC(=O)c2ccc3c(c2)N(Cc2cccc(Cl)c2)C(=O)c2ccccc2S3(=O)=O)c1	-1%	?	?
Cc1ccc(NC(=O)COc2ccc(C3SCCS3)cc2)cc1	0%	-18%	-26%
Fc1ccccc1N1CCN(Cc2nnc(-c3ccc4c(c3)OCO4)o2)CC1	0%[12.3 µM]	-61%	?
CC(=C/C(=O)O)/C=C/c1ccc(Cl)o1	25µM*	-15%	-24%

# Laid out differently: results already given
Compound: C=CCc1c(C)nc(SCCC)[nH]c1=O
  TDP1 inh: -3%; TDP1 cell noCPT: -16%; DT40 TDP1 CPT: -17%

Compound: CCc1ccc(-c2cc(C)no2)cc1S(=O)(=O)N1CCC(C)CC1
  TDP1 inh: -8%; TDP1 cell noCPT: 23µM*; DT40 TDP1 CPT: ?

# Additional compounds:
SMILES	TDP1 inh	TDP1 cell noCPT	DT40 TDP1 CPT
Cc1cc(C(=O)Nc2nnc(C(F)(F)F)s2)no1	1%	-21%	-17%
COc1ccccc1N1CCN(c2ccc3c(c2)S(=O)(=O)c2cccc(C(=O)NCC4CC4)c2C3=O)CC1	·	7.3µM*	18µM*
COc1cc(NC(=O)c2ccco2)c(OC)cc1NC(=O)CCC(=O)Nc1cccc(C)c1C	6%	-13%	-14%
CC(=O)N1CCc2c(sc3c2c(=O)n(CCc2ccccc2)c(=O)n3Cc2cccc(C)c2)C1	-3%	16µM*	15µM*
COc1ccc(N(C)S(=O)(=O)c2cccc(C(=O)NC3=NCCS3)c2)cc1	8%	?	-19%
CCCCN(CC)CCCNC(=O)c1cn(-c2ccc(OC)cc2)c(=O)c2ccccc12	·	-5%	-5%
COc1ccccc1NC(=O)c1cc(S(=O)(=O)NCc2ccccc2)ccc1F	5%	?	?
CO[C@@H]1[C@@H](OC2OC(C)C(OC3CC(C)(O)C(OC(=O)CC(C)C)C(C)O3)C(N(C)C)C2O)[C@@H](CC=O)C[C@@H](C)C(=O)/C=C\C2O[C@H]2C[C@@H](C)OC(=O)C[C@H]1OC(C)=O (stereo partly drawn)	·	3.2µM*	5.6µM*
C=CCN1CCN(c2ccncc2S(=O)(=O)N2CCOCC2)CC1	8%	6%	4%
CC(=O)Nc1sc(N/N=C\c2ccccc2Cl)nc1-c1cccs1	3%	18µM*	16µM*
Cc1nn(-c2ccc(F)cc2)c2nc(N)c(C#N)c(-c3ccc(O)c(O)c3)c12	·	23µM*	16µM*
C[C@@H]1CN([C@H](C)CO)C(=O)c2c(c3ccccc3n2C)-c2ccccc2CO[C@H]1CN(C)C(=O)Nc1ccccc1	·	?	?
Cc1ccc(NC(=O)c2cc(-c3ccc(C)o3)nc3ccccc23)cc1	2%	?	?
CC(C)C[C@H]1CNC(=S)N1CC1CCN(CCCCc2ccccc2)CC1	·	?	?
CCN(CC)C(=O)CN1CCN(c2ncccn2)CC1	-10%	-15%	4%
COc1ccc(/C=C/C(=O)OCc2nc3ccccc3c(=O)[nH]2)c(OC)c1	5%	-29%	-9%
O=c1cc(-c2ccccc2)oc2ccc(Br)cc12	0%	?	?
CCOC(=O)C1=NN(C(=O)c2ccco2)C2(CC2)C1	8%	-2%	-22%
O=C(OC1Cn2c(=O)ccc(=O)n2C1)c1ccccc1	-4%	-3%	-29%
Cc1c(C(=O)Nc2ccc(N3CCOCC3)cc2)oc2ccccc12	6%	?	?
CCOC(=O)c1oc2cc(O)cc(O)c2c(=O)c1OCc1ccccc1	·	16µM*	18µM*
CCNC(=S)N/N=C1\C(=O)c2cccc3cccc1c23	7%	-15%	11%
COc1ccc(NC(=O)/C(C#N)=C\c2ccc(N3CCOCC3)o2)cc1	5%	21µM*	?
C[C@H](CO)N1C[C@H](C)[C@H](CN(C)C(=O)OCc2ccccc2)OCc2cnnn2CCCC1=O	·	13%	5%
O=C(/C=C/c1ccccc1Cl)OCC(=O)c1ccc[nH]1	·	14%	-20%

# Additional entries
# Below each SMILES – TDP1 inh, TDP1 cell noCPT, DT40 TDP1 CPT
- COc1cccc(-c2cc(CNC(=O)[C@H]3O[C@@H](n4ccc(N)nc4=O)[C@H](O)[C@@H]3O)no2)c1
    ·, 14%, 9%
- CC(=O)c1ccc(NC(=O)C(C)Sc2ccccn2)cc1 (stereo not drawn)
    0%, 1%, -10%
- COc1ccc(CCC(=O)Nc2ncc(C)s2)cc1OC
    ·, 5%, -14%
- O=C(COC(=O)c1ccccn1)NCc1ccc(Cl)cc1Cl
    0%, 7%, 1%
- COc1ccc(NC(=O)NC(=O)c2ccccc2)cc1
    ·, -17%, 3%
- Cc1ccc(F)cc1CNC(=O)c1cc(COc2ccc3ncccc3c2)on1
    3%, 10µM*, 4.1µM*
- O=C(N/N=C/c1ccoc1)c1ccc([N+](=O)[O-])cc1
    -5%, 14%, -13%
- Nc1ccc2cc3ccccc3cc2c1
    25%, ?, ?
- COc1ccc(C(=O)C(C)OC(=O)CN2C(=O)c3ccccc3C2=O)cc1 (stereo not drawn)
    0%, -1%, -1%
- CNC(=O)COC(=O)/C=C/c1ccc(F)cc1
    1%, 7%, 26%
- CCCCC1CC1C(=O)Nc1ccc(OC)c(OC)c1 (stereo not drawn)
    4%, -17%, ?
- C=CCN(c1cccc(C(F)(F)F)c1)S(=O)(=O)c1cccc(C(=O)OCC(=O)Nc2ccccc2)c1
    -4%, -2%, 0%
- O=C1CC(c2ccccc2)CN1C(=O)c1ccccc1 (stereo not drawn)
    -2%, -4%, -6%
- Cc1cc(OC(=O)c2cc(Cl)nc3ccccc23)ccc1Cl
    0%, -8%, 0%
- CC(C)CCNC(=O)c1ccc(-n2cnc3cccnc32)cc1
    ·, -23%, ?

# Copied from the list.
# O=C1CC(c2ccccc2)CN1C(=O)c1ccccc1 (stereo not drawn) | DT40 TDP1 CPT = -6%
# O=C(COC(=O)c1ccccn1)NCc1ccc(Cl)cc1Cl | TDP1 inh = 0%

# Structural class, the entries above with a thiophene ring, fused or not.
# Below each SMILES – TDP1 inh, TDP1 cell noCPT, DT40 TDP1 CPT
- CCOC(=O)/C(C#N)=N/Nc1c(S(=O)(=O)Cc2ccco2)csc1C(=O)OC
    6%, -4%, 10%
- COc1ccccc1NC(=O)C1=C(C)Nc2nc3ccccc3n2C1c1cccs1 (stereo not drawn)
    8%, 3.3µM*, 4.1µM*
- CC(=O)N1CCc2c(sc3c2c(=O)n(CCc2ccccc2)c(=O)n3Cc2cccc(C)c2)C1
    -3%, 16µM*, 15µM*
- CC(=O)Nc1sc(N/N=C\c2ccccc2Cl)nc1-c1cccs1
    3%, 18µM*, 16µM*

# (next part)
# Below each SMILES – TDP1 inh, TDP1 cell noCPT, DT40 TDP1 CPT
- CC(C)C(=O)N(Cc1ccccc1)c1ccccn1
    6%, -11%, -16%
- COc1ccc(-c2nc3scc(-c4ccccc4)n3n2)cc1
    -3%, ?, ?
- Cc1ccc(NS(=O)(=O)c2ccc3c(c2)NC(=O)CO3)cc1C
    1%&3%, ?, ?
- COc1ccc(/C=C/C(=O)O)cc1S(=O)(=O)N1CCC(C)CC1
    ·, -2%, -1%
- O=[N+]([O-])c1cccc(CSc2nc3ccccc3[nH]2)c1
    4%, ?, ?
- O=C(COc1ccccc1Cl)NC(=O)NC1CCCC1
    1%, 7%, -2%
- S=c1[nH]nc(-c2cccs2)n1/N=C/c1cccs1
    10%, -2%, 2%
- CCOc1ccc(N(Cc2ccccc2)C(=O)c2nc(SC)ncc2Cl)cc1
    -2%, 6.5µM*, 13µM*
- O=C(Nc1ccc(C(F)(F)F)cc1)c1ccc2ncsc2c1
    ·, -10%, -22%
- O=C(Cn1c(=O)n(CC2CCCO2)c(=O)c2ccccc21)N1CCN(c2ccccc2)CC1 (stereo not drawn)
    7%, ?, -25%
- Cc1cccc(N(CC(=O)NC(C)(C)C)C(=O)CNC(=O)c2cccs2)c1C
    ·, 15%, -8%
- O=C(O)c1cn(-c2ccccc2)nc1-c1ccc(Cl)cc1
    ·, -5%, -14%
- CCOC(=O)Cn1c(C)cc(=O)c2ccccc21
    -1%, 8%, -3%
- C=CCCN([C@@H](C)C(=O)OC)S(=O)(=O)c1ccccc1Br
    ·, ?, -20%
- CC(C)CC(c1nnnn1Cc1ccc(F)cc1)N1CCC(C(N)=O)CC1 (stereo not drawn)
    -1%, 2%, 7%
- CCN(Cc1cc(=O)n2ccsc2n1)Cc1nc2ccccc2c(=O)[nH]1
    5%, -16%, -19%
- Cc1cc(C)cc(C(=O)O/N=C(\N)c2ccc(Br)cc2)c1
    3%, -11%, -10%
- S=C1SCN(Cc2ccccn2)CN1Cc1ccco1
    -2%, 5.8µM*, 6.5µM*
- O=C(Cc1ccccc1)Nc1ccc(NC(=O)c2cccnc2)cc1
    -2%, -9%, -28%
- NC(=O)CC12CC3CC(C1)CC(CC(N)=O)(C3)C2
    5%, -7%, ?
- COc1ccc(-n2nc(C(=O)O)nc2-c2ccccc2)cc1
    -2%, -8%, -4%
- CCc1cc(=O)oc2cc(C)cc(OCC(=O)NCc3cccnc3)c12
    5%, ?, -24%
- CCn1c(SCC(=O)NC2CCCCC2)nnc1-c1ccccc1F
    8%, -7%, 1%
- CCOC(=O)C1=C(O)/C(=C\c2cccc(OC)c2)N=C1C
    4%, ?, -12%
- COc1cccc(Cn2cc(C(=O)c3ccc(Cl)cc3)c(=O)c3ccccc32)c1
    9%, ?, ?
- Cc1ccc2nc(NC(=O)COc3ccc(F)cc3)sc2c1
    3%, -1%, 4%
- CCOC(=O)Cc1cnc(NC(=O)CSc2nc(N)cc(=O)[nH]2)s1
    -3%, ?, ?
- CCc1ccccc1NC(=O)CSc1nnc(-c2ccc(OC)cc2)s1
    2%, -20%, 9%
- Cc1cc(C)n2c(SCC(=O)N(CC(C)C)c3c(N)n(CC(C)C)c(=O)[nH]c3=O)nnc2n1
    3%, 8%, 2%
- CC(C)CCNC(=O)NC(=O)CSc1nnc(-c2ccccc2F)n1N
    7%, -8%, 7%
- Cc1ccc(-n2ncc3c(NCc4ccccc4)ncnc32)cc1C
    3%, ?, ?
- COc1ccc(OCCSc2nnnn2C2CCCCC2)cc1
    -5%, -20%, 15%
- CCOC(=O)Cc1csc(NC(=O)CSc2nnc(-c3ccc(F)cc3)o2)n1
    3%, -4%, -9%
- Cc1ccc(S(=O)(=O)N(C)c2ccc(C(=O)Nc3cccc(C)n3)cc2)cc1
    1%, ?, ?
- COc1ccc(C(=O)CSc2nc(=O)n(Cc3cccnc3)c3c2CCC3)cc1
    ·, -2%, 5%

# Bioassay records from PubChem.
